TNAP inh hiacc: TNAP (human) inhibition, high acceptor; P05186; purified TNAP, CDP-star luminescence, 1 M DEA; inhibition, % at 20 µM; 200,000 compounds, 0.03% hits;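 active = over 50% inhibition of tissue-nonspecific alkaline phosphatase at 20 µM in the single-dose screen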;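 also: plate controls were DMSO wells for no effect and EDTA-quenched wells as full inhibition for full effect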
Target sequence (P05186 whole entry, looked up): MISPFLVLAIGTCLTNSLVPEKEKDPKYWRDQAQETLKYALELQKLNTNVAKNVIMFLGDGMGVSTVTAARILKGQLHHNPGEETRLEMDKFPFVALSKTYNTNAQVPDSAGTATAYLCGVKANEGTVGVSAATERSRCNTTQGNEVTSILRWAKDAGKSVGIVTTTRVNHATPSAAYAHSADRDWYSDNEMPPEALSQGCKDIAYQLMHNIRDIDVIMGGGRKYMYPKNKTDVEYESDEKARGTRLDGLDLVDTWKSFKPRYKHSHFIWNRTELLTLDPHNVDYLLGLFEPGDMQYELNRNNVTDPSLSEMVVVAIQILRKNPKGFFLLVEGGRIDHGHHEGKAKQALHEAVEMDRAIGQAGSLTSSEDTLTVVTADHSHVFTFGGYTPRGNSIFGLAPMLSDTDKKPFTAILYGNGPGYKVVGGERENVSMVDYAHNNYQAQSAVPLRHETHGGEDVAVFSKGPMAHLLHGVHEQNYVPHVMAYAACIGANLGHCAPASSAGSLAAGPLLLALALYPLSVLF
PMI act hi M6P: activators of human phosphomannose isomerase at near-saturating mannose 6-phosphate; activation factor at 20 µM; 190,000 compounds, 0.34% hits; AID 1216; coupled PMI enzyme assay, resazurin fluorescence, 20 min; active compounds read high; 1 = untreated enzyme, 0 = substrate-free blank; P34949;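 active = activation factor of 2 or more at 20 µM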
Target sequence (P34949 whole entry, looked up): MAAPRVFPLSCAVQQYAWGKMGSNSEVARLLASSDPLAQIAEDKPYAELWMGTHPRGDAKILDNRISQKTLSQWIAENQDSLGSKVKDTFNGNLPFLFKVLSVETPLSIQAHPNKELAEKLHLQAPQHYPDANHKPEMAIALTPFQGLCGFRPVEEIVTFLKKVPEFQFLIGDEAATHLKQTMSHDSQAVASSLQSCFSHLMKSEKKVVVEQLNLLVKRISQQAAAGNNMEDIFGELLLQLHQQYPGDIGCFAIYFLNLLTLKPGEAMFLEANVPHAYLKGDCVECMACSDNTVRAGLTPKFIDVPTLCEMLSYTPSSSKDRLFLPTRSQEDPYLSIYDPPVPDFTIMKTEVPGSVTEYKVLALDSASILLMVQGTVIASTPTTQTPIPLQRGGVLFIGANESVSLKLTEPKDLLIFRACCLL
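Test system: human phosphomannose isomerase with PGI, G6PDH, diaphorase coupling enzymes; Amount: PMI at 15 ng/mL final; Reagent: Mannose-6-phosphate 1.0 mM (near-saturating) plus 0.22 mM NADP+; Timing: 20 min, room temperature; Technique: resorufin fluorescence at Ex 544/Em 590 nm; Dosing: 20 µM single dose.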
HMGR II inh: E. faecalis class II HMG-CoA reductase inhibition; purified E. faecalis HMGR, NADPH absorbance 340 nm kinetic; inhibition, % at 10 µM; 190,000 compounds, 0.41% hits; AID 1066;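 active = inhibition above a set limit, the median over all tested compounds plus 3 SD, cut at about 9.5% in these data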;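 also: enzyme runs in reverse so mevalonate oxidation gives rising NADPH absorbance; 0% = complete reaction with DMSO and 100% = background rate lacking mevalonate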
Hsp70 act: transcriptional activators of Hsp70; 200,000 compounds, 0.04% hits; HeLa Hsp70 promoter luciferase reporter, luminescence; scaled: vehicle 0, proteasome-inhibitor control 100%; activation, % at 10 µM; AID 1203;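 active = activation above the mean across all tested compounds plus 3 SD, cutoff set per campaign, cut at about 5.5% in these data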;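 also: 100% = MG132 at 30 µM as the positive control and 0% = DMSO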
RAM inhibit: inhibitors of the yeast RAM network | 190,000 compounds, 1.8% hits | inhibition, % at 50 µM | S. cerevisiae dse1pr::URA3 reporter, 5-FOA growth OD615, 2 d; analog-sensitive cbk1-as2 kinase mutant strain | AID 868;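 active = inhibition above a set limit, 3 SD over mean compound inhibition, cut at about 8.4% in these data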;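 also: 0% = DMSO-only wells with no growth and 100% = 10 µM 1-NA-PP1 full growth; inhibition rescues growth on 5-FOA so higher OD means more RAM inhibition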
TNAP inh noacc: TNAP (human) inhibition, acceptor-free conditions; P05186; purified TNAP, CDP-star luminescence, 30 min; inhibition, % at 20 µM; 200,000 compounds, 0.26% hits; AID 1012;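 active = tissue-nonspecific alkaline phosphatase inhibition above about 50% at 20 µM in the single-dose screen, limit read from the data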;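 also: 0% = DMSO negative control and 100% = EDTA positive control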
PMI act: increases human mannose-6-phosphate isomerase activity; activation factor at 20 µM; P34949; purified human PMI, coupled resazurin fluorescence, 20 min; active compounds read high; 1 = vehicle control, 0 substrate-free wells; 190,000 compounds, 0.005% hits;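 active = activation factor of 2 or more at 20 µM, relative to plate controls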
L major viab: reduces viability of Leishmania major promastigotes. 200,000 compounds, 9% hits. inhibition, % at 10 µM. resazurin fluorescence viability; in the data active = inhibition above about 50%;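 also: promastigotes grown with compound for 44 hours at 28 °C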
S1P3 antag: blocks the human S1P3 receptor; Q99500; CHO S1P3 NFAT-BLA reporter, FRET fluorescence, antagonist mode; inhibition, % at 4.98 µM; 170,000 compounds, 0.27% hits; AID 485;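 active = inhibition above the plate cutoff, the mean inhibition of test wells on that plate plus 3 SD, cut at about 28% in these data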;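 also: cells challenged with S1P at its EC80 of 0.8 µM; blue over green emission ratio from cleaved BLA substrate after 4 h stimulation; 0% = S1P-stimulated wells and 100% = unstimulated DMSO-only wells; some compounds past the cut are filed as inactive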
DTT redox prof: compounds producing H2O2 with reducing agent – biochemical, NIH compound library profiling, artefact control for MLSCN library redox annotation, primary screen; DTT-dependent redox cycling H2O2, phenol red/HRP absorbance; 100% = 100 µM peroxide control, 0% = buffer; 200,000 compounds, 0.03% hits; AID 878; activation, % at 10 µM;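 active = activation of at least 50% relative to the plate's high and low controls in the primary single-dose screen; inactive = activation below 50%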;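 also: compound incubated with DTT at 0.8 mM final as the reducing agent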
An asterisk follows results filed as active; . = no result given; & = joins results of further samples.

Compound	TNAP inh hiacc	PMI act hi M6P	HMGR II inh	Hsp70 act	RAM inhibit	TNAP inh noacc	PMI act	L major viab	S1P3 antag	DTT redox prof
Cc1cccc(NC(=O)COc2ccccc2)c1	-5	1	3	0.3	2.4	-12	0.9	-5	0	3.0
COc1cccc(C(=O)Nc2ccc3nc(N4CCN(c5ncccn5)CC4)cc(C)c3c2)c1OC	-1	1	-3	-0.2	0.5	-11	0.9	34	.	3.2
CC(=O)N1CCN=C1SCc1ccccc1F	1	0.9	-3	-0.1	-0.2	-17	0.9	-10	-26	-1.5
CCOC(=O)c1oc2cccc(O)c2c1C	-3	1	1	0.0	-0.3	-10	0.9	-7	.	-0.1
Cc1nnc(SCc2ccccc2F)n1NCc1cccs1	-3	0.9	-3	-0.2	0.7	-4	0.9	-5	2	4.1
COc1cc(/C=C2\SC(=S)N(Nc3ccccc3)C2=O)cc(OC)c1OC	-2	0.9	6	-0.2	4.8	-6	0.9	-8	.	-3.9
Cc1cc(NC(=O)c2ccc(S(=O)(=O)N(C)C)cc2)no1	-4	0.9	-2	-0.6	1.6	0	0.9	5	-16	-4.2
CCN(CC)C(=O)C1CC(=O)N(c2ccc(OC)cc2)C1c1ccc(OC)cc1 (stereo unspecified)	5	1.1	-1	-0.1	0.7	19	1.1	-8	.	2.4
O=c1cc(-c2ccc(O)c(O)c2)oc2c(C3O[C@H](CO)[C@@H](O)[C@H](O)[C@H]3O)c(O)cc(O)c12 (stereo partly specified)	16	0.9	3	-0.1	-0.5	53*	0.5	0	-24	-0.6
COc1ccc(-c2nc3ccccc3c(=O)n2CCCn2ccnc2)cc1	5	1.1	1	0.1	1.1	26	1.1	-13	7	-2.7
CCn1c(NC(=O)Nc2cccc(C)c2C)cc2sccc21	-4	0.8	-4	0.1	3.4	-12	0.8	-9	.	-1.2
CC(C)CC(c1nnnn1C(C)(C)C)N1CCN(Cc2ccccc2)CC1 (stereo unspecified)	-10	1.1	-8	-0.4	-0.5	-11	1.1	30	6	0.0
Fc1ccccc1N1CCN(C(c2ccccn2)c2nnnn2C2CCCCC2)CC1 (stereo unspecified)	-6	1	0	0.0	-0.9	-9	1	43	15	-0.4
CCn1c(SCC(=O)Nc2ccc(N3CCOCC3)cc2)nnc1-c1ccc(OC)cc1	-4	1.1	-5	-0.3	0.9	1	1	0	.	0.0
COc1ccc(C(C)=O)cc1COc1ncnc2ccccc12	-6	1.2	-2	0.0	2.6	-1	1.4	-6	-11	-0.8
CCC(C)Sc1nc2c(c(=O)[nH]1)C(c1cccs1)C1=C(CCCC1=O)N2 (stereo unspecified)	0	0.9	7	-0.1	2.1	-4	1	-2	-4	-0.1
N#Cc1nc(COc2ccccc2)oc1N1CCN(Cc2ccccc2)CC1	-6	0.8	1	0.2	1.4	-10	0.8	-2	-15	-2.1
COc1ccc(CC(=O)NC2CCN(CC(=O)Nc3ccc4c(c3)OCCO4)CC2)cc1OC	-3	1	-3	-0.2	-0.1	-16	1	-1	-8	1.9
c1ccc(Cn2ccnc2SCc2nnc(-c3ccccc3)o2)cc1	-3	0.9	-1	-0.1	2.6	-6	0.9	7	24	0.2
OCCC1CN(Cc2cnc(-c3ccccc3)s2)CCN1CCc1ccccc1 (stereo unspecified)	-5	0.9	-1	0.6	0.5	-3	0.9	84*	-10	-0.7
CCOc1cc(/C=N/N=C2/NC(=O)C(CC(=O)O)S2)ccc1OCc1ccc(Cl)cc1 (stereo unspecified)	-2	0.9	-4	0.0	4.4	-19	1	3	-5	-2.2
CCOC(=O)c1cc(-c2ccc(C)cc2)n(CC(=O)NCc2ccco2)c1C	-7	1	0	-0.2	4.4	-12	0.9	-9	-4	-1.8
O=C(NCC(=O)N(Cc1cccs1)C(C(=O)NC1CCCCC1)c1ccco1)c1ccco1 (stereo unspecified)	1	0.9	-4	-0.1	0.7	-4	0.9	-2	.	0.1
CC1=C(C#N)C(c2cccnc2)C2=C(N1)c1ccccc1C2=O (stereo unspecified)	-2	1	4	-0.3	-0.8	16	1.2	17	-6	0.0
Cc1cc(C(=O)C(=O)N(C)C)c(C)n1-c1ccc([N+](=O)[O-])cc1	-3	0.9	-4	-0.1	2.0	6	0.9	26	.	2.5
CCCN1C(=O)c2ccc(C(=O)Nc3nccs3)cc2C1=O	1	0.9	-4	0.7	-0.3	-7	0.8	-7	0	1.4
CC1=NN(c2ccc(C)c(C)c2)C(=O)C1C(c1cccc(O)c1)C1C(=O)N(c2ccc(C)c(C)c2)N=C1C (stereo unspecified)	-4	0.7	-3	0.0	2.3	10	0.8	16	.	1.8
Cc1nnc(NC(=O)c2ccc(S(=O)(=O)N(C)Cc3ccccc3)cc2)o1	-5	1	-5	-0.3	1.4	-14	1	77*	-9	-0.4
O=C(O)CCC(=O)N(Cc1cccs1)Cc1cccs1	-4	1	-5	-0.3	-0.8	-9	1	-3	.	0.1
CCOC(=O)N1c2ccccc2C=CC1OCC (stereo unspecified)	-3	1	-2	-0.1	0.8	-11	1	-6	2	0.0
Cc1nn(-c2ccc(F)cc2)c(Cl)c1/C=N/NC(=O)c1cccc(S(=O)(=O)N2CCCC2)c1	1	1	-6	-0.2	3.4	-12	0.9	55*	-7	2.9
Cc1cccc(OCc2nnc(SCC(=O)N3CC(=O)Nc4ccccc43)o2)c1	0	1	1	0.0	1.4	-11	1	0	1	-0.5
COC(=O)c1cc(NC(=O)c2nccnc2C(=O)O)cc(C(=O)OC)c1	-9	1.1	-7	-0.1	0.6	-15	1.2	-5	-18	-0.4
O=C(O)c1cc(N2C(=O)C3CC=CCC3C2=O)ccc1NCc1cccnc1 (stereo unspecified)	-1	1	-2	-0.3	-0.3	-9	1	-3	.	-1.2
O=C1c2ccccc2NC(c2cccs2)N1NS(=O)(=O)c1ccccc1 (stereo unspecified)	-6	1	-6	0.0	2.4	-14	1	5	-20	-0.9
CCn1c(-c2ccccc2Cl)nn(CC(=O)Nc2cc(Cl)ccc2Cl)c1=S	-6	1	-1	-0.5	-0.2	-8	0.9	-2	.	-4.2
COC(=O)c1ccccc1NC(=O)c1c(O)c2cccc3c2n(c1=O)CCC3	-4	1.1	.	.	.	-10	1.1	.	-27	.
Fc1ccc(SCCc2ccncc2)cc1	-6&-3	1&1.1	-3&-4	0.4&0.0	-1.1&0.7	-10&-11	1&1	3&3	.	1.9&2.6
O=C(O)CCSCCCN1C(=O)c2cccc3cccc(c23)C1=O	-2	1.1	0	-0.1	-0.6	-3	1.1	-4	-25	-1.0
CC(=O)NS(=O)(=O)c1ccc(NC(=O)c2cc(-c3ccc(C)c(C)c3)nc3ccccc23)cc1	-6	1	-5	-0.2	2.1	-3	1	-5	.	1.7
CCOc1ccc(-n2c(SCc3ccc([N+](=O)[O-])cc3)nnc2-c2ccccc2)cc1	2	0.9	-9	-0.3	4.8	5	0.8	92*	-12	0.2
COc1ccc(C(=O)O/N=C/c2c(C(F)(F)F)nn(C)c2SCc2ccccc2Cl)cc1	-4	1	-4	1.6	12*	-9	1	0	.	18
Cc1cc(=O)[nH]c(SCc2nc3ccc([N+](=O)[O-])cc3[nH]2)n1	-2	1	-4	-0.3	0.0	6	1	55*	-7	0.2
CC1CCN(C(=O)CCc2ccc(S(=O)(=O)NC(C)(C)C)cc2)CC1	-8	1.1	-4	-0.1	2.3	-20	1.1	-2	.	0.5
COC(c1ccccc1)c1nnc(CCC(=O)N2CCCCCCC2)o1 (stereo unspecified)	1	1	3	-0.3	-0.5	-8	1	-9	-7	-0.2
CN(C)c1nn(C(=O)Nc2ccc(Cl)cc2Cl)cc1-c1ccccc1	-5	1.1	-3	-0.2	-0.8	-1	1.2	-3	.	-3.8
Cc1ccc(C(=O)n2ncn(C)c2=S)cc1	-4	1.4	-1	-0.3	-0.4	-10	1.3	7	17	-2.5
O=C(N/C(=C/c1ccccc1Cl)C(=O)N1CCCC1)c1ccccc1	-6	1.1	3	-0.3	0.6	-9	1.2	9	-1	-0.5
O=C(c1ccccc1Sc1c(Cl)cccc1[N+](=O)[O-])N1CCOCC1	0	1	-1	-0.3	0.3	-4	0.9	-3	1	-0.4
CC1(C)C(=O)NCCN1C(=O)CCC(=O)O	-4	1.1	0	-0.6	0.3	-10	1	-6	.	-0.7
Cc1nc(NC(=O)C2CC2)sc1C(=O)NC1CCCCC1	-7	0.8	-3	0.1	3.0	-10	0.9	-1	-10	-0.1
CSc1ccccc1NC(=S)Nc1cc(C)cc(C)c1	-4	1	-4	-0.5	0.0	-16	1	5	.	0.1
CC(=O)Nc1ccc(NC(=O)CN(C)CCC#N)cc1	-5	0.9	-1	0.0	1.0	-12	1	4	0	-1.0
CC(=O)Nc1ccccc1NC(=O)c1ccc(C)cc1C	-4	1.1	-1	-0.2	3.3	-10	1.1	4	4	0.0
O=C(O)CC(Cc1ccccc1)c1ccc2c(c1)OCO2 (stereo unspecified)	-3	0.9	-9	-0.2	-2.3	-9	0.8	-5	-14	-0.1
CC(=O)Nc1ccc(NC(=O)CSc2ccc(-c3cccs3)nn2)cc1	-2	1.2	1	-0.3	3.4	-12	1.1	3	-12	-2.2
O=C(COc1ccc(C(=O)c2ccccc2)cc1)NCC1CCCCC1	-4	1	-3	-0.5	5.0	-9	1	3	8	-0.7
COc1ccc(CCN2C(=O)CC(NNC(=O)c3ccccc3Br)C2=O)cc1OC (stereo unspecified)	-6	1	2	-0.3	3.9	-6	0.9	56*	-14	.
CC(C)C(=O)NC(=S)Nc1ccc(S(=O)(=O)NC(C)(C)C)cc1	-4	1	-7	-0.3	0.8	-2	0.9	11	.	0.4
CNc1nc(OCCNC(=O)Nc2ccccc2)nc(N2CCOCC2)n1	-2	1.1	2	-0.1	3.2	-12	1	2	.	1.0

(continued)
Compound	TNAP inh hiacc	PMI act hi M6P	HMGR II inh	Hsp70 act	RAM inhibit	TNAP inh noacc	PMI act	L major viab	S1P3 antag	DTT redox prof
c1ccc(C2=Nn3c(nnc3-c3cccnc3)SC2)cc1	-3	1	-5	-0.1	0.5	-10	1	-3	25	3.1
O=C(O)CCCC(=O)N1CCC(C(O)(c2ccccc2)c2ccccc2)CC1	-5	1.1	-3	-0.4	1.3	-9	1.1	-4	-15	0.2
Cc1cccc(N2C(=O)C(Cc3ccccc3)NC2=S)c1 (stereo unspecified)	3	1	-1	-0.4	2.8	-2	1	-5	6	0.2
COc1ccc(OCCCC(=O)NCc2ccco2)cc1	0	0.9	6	-0.1	0.9	-10	0.9	7	.	-1.6
